Screening data: PubChem BioAssay, National Center for Advancing Translational Sciences (NCATS)
USP1-UAF1 inh – Inhibitors of USP1/UAF1: Primary Screen. Ubiquitin carboxyl-terminal hydrolase 1 (Homo sapiens), O94782. recombinant USP1/UAF1, Ub-Rhodamine cleavage fluorescence. Potency, µM (series often up to 57.1 µM), for the others: at the highest dose activity change, negative = inhibition, most hits filed as inhibitors. 390,000 tested, 0.23% active. AID 743255, 2014; also: potency is read from the fitted curve at half-maximal effect; % is scaled to controls: 0 for no effect and ±100 for the full control effect; nearly all actives have a fitted effect of over 60% in size; inactives centre near -12
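Step one: compound is pinned into 1nM USP1/UAF1 in HEPES pH 7.8 buffer with TCEP. Step two: 15 min room-temperature incubation. Step three: Ub-Rho (150nM final) starts cleavage, tracked by fluorescence over six one-minute reads.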
TrxR1 substrate – qHTS Assay for Substrates of Mammalian Selenoprotein Thioredoxin Reductase 1 (TrxR1): qHTS; 390,000 tested, 0.01% active; Thioredoxin reductase 1, cytoplasmic (Rattus norvegicus), O89049; purified TrxR1 substrate turnover, NADPH consumption readout; Potency, µM (top dose mostly 114 µM), for the others: at the top dose activity change, negative = substrate turnover; also: potency is read from the fitted curve at half-maximal effect; % is scaled to controls: 0 for no effect and ±100 for the full control effect; nearly all actives have a fitted effect of over 50% in size
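Rat TrxR1, dispensed at 90 nM, was prereduced with 400 uM NADPH (final) for 5 min at ~22 deg C, then incubated with compound 15 min before 400 uM selenite. A first-read NADPH fluorescence drop versus no-compound background flagged substrates.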
Vif-A3F inh – qHTS for Inhibitors of Vif-A3F Interactions: qHTS; Potency, µM (top dose mostly 46.1 µM), for inactives: at the top dose activity, negative = active; 390,000 tested, 0.2% active; HeLa A3F-eYFP + Vif (tagged APOBEC3F with the HIV-1 protein that degrades it), YFP fluorescence increase; also: potency is read from the fitted curve at half-maximal effect; % of control where 0% means no effect; nearly all actives have a fitted effect of over 65% in size
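HeLa cells stably expressing Vif plus C-terminally eYFP-tagged A3F were seeded, incubated overnight at 37 deg C, dosed with compound, incubated overnight again at 37 deg C. Yellow fluorescence (Ex 488/Em 500-530) reported blocked Vif-mediated A3F-eYFP degradation.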
LDHA inh – qHTS assay for inhibitors of human lactate dehydrogenase. L-lactate dehydrogenase A chain (Homo sapiens), P00338. purified LDHA, NADH/diaphorase-resazurin fluorescence; active compounds read low. activity change, % (values are at about 110 or 230 µM). 480,000 tested, 0.15% active. AID 1347041, 2019; in the data active = activity change below about -30%; inconclusive = mostly about -25% to -30%;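 also: plate controls were DMSO wells for no effect and wells without enzyme for full effect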
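LDH5 2 nM; NADH 0.06 mM, pyruvate 0.2 mM; 200 mM Tris pH 7.4, EDTA, Tween-20; 5 min RT. Detection: diaphorase 0.133 mg/mL + resazurin 37 µM, fluorescence ex540/em590 at 0 and 20 min; normalized to enzyme-free and DMSO wells.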
Vif-A3G inh – qHTS for Inhibitors of Vif-A3G Interactions: qHTS; 410,000 tested, 0.076% active; Potency, µM (highest dose often 46.1 µM), for inactives: at the top dose activity, negative = active, usual class: inhibitors; HeLa A3G-eYFP + Vif (tagged APOBEC3G with the HIV-1 protein that degrades it), YFP fluorescence, overnight; DNA dC->dU-editing enzyme APOBEC-3G (Homo sapiens), Q9HC16;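 also: potency is read from the fitted curve at half-maximal effect; % is scaled to controls: 0 for no effect and ±100 for the full control effect; nearly all actives have a fitted effect of over 60% in size; hits raise eYFP signal because A3G escapes Vif-driven loss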
Target sequence (Q9HC16 whole entry, looked up): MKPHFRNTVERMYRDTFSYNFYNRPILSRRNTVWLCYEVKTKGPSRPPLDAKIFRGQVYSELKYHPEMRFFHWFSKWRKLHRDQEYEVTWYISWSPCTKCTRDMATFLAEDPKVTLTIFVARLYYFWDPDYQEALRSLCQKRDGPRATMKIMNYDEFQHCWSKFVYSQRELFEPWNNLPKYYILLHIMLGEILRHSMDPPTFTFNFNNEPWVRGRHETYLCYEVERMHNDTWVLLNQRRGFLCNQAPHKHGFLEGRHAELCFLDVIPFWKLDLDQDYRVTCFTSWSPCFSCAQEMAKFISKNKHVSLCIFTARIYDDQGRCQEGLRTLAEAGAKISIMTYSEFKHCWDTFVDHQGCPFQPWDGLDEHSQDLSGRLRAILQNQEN
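HeLa cells stably expressing Vif and C-terminally eYFP-tagged A3G, seeded overnight at 37 deg C, then exposed to compound by pintool overnight at 37 deg C. Rise in yellow fluorescence (Ex 488/Em 500-530, Acumen) marks blocked Vif-driven A3G degradation.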
IDH1 R132H inh – qHTS for Inhibitors of mutant isocitrate dehydrogenase 1 (IDH1): qHTS | Potency, µM (doses to about 76.6 µM), without a hit: top-dose activity change, negative = inhibition, actives largely listed as inhibitors | AID 602179, 2012 | Isocitrate dehydrogenase [NADP] cytoplasmic (Homo sapiens), O75874 | IDH1-R132H enzyme, NADPH consumption, diaphorase/resazurin fluorescence | 390,000 tested, 0.093% active; also: potency is read from the fitted curve at half-maximal effect; % is scaled to controls: 0 for no effect and ±100 for the full control effect; nearly all actives have a fitted effect of over 65% in size
Target sequence (O75874 whole entry R132H, stated change not applied): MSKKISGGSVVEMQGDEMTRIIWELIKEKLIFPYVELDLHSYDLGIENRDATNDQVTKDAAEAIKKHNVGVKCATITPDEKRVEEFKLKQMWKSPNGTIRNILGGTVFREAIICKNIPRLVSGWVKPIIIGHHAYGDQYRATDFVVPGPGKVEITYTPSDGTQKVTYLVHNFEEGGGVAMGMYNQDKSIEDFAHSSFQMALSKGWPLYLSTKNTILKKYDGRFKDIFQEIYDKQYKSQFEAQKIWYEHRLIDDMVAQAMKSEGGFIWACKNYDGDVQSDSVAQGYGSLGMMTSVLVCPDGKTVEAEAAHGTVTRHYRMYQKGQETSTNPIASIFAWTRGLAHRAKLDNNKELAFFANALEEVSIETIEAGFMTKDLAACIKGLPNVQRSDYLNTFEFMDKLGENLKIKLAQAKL
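IDH1-R132H (0.5 ug/mL) preincubated 30 min with compound, then NADPH (0.016 mM) and alpha-KG (2 mM) added; 80 min at RT, pH 7.5. Remaining NADPH coupled via diaphorase/resazurin to fluorescence (540/590 nm); concentration-response curves normalized to no-enzyme control.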
Glioma ERSR ind – qHTS for Inducers of the Endoplasmic Reticulum Stress Response (ERSR) in Human Glioma: qHTS; U87-MG GRP78 promoter luciferase reporter, 16 h; Potency, µM, for inactives: at the highest dose activation, most hits filed as activators; 420,000 tested, 0.02% active; AID 602332, 2012; also: potency is read from the fitted curve at half-maximal effect; series mostly up to about 76 µM; % of control where 0% means no effect; nearly all actives have a fitted effect of over 35% in size
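ERSR induction read as luciferase luminescence (Bright-Glo, 10 min at room temperature) in stably transfected human U87-MG glioma cells exposed to compounds for 16 h, using GRP78 as sensor.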
PI4K2A inh – qHTS for small molecular inhibitors of PI4K2A; Phosphatidylinositol 4-kinase type 2-alpha (Homo sapiens), Q9BTU6; purified PI4K2A, ADP-Glo luminescence, 1 h; active compounds read low; activity change, negative = inhibition, % at 76.9 µM; 420,000 tested, 0.13% active; AID 1346378, 2018; in the data active = activity change below about -50%; inconclusive = mostly about -30% to -49%;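 also: -100% = wells without enzyme as full effect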
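In this quantitative HTS, ADP production by PI4K2A was quantified luminescently after 1 h at ambient temperature; 100 microM adenosine served as plate-quality control.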
RXFP1 ag – qHTS Assay for Agonists of the Relaxin Receptor RXFP1; Potency, µM (series often up to 57.5 µM), for the others: top-dose activation, usual class: activators; Relaxin receptor 1 (Homo sapiens), Q9HBX9; 370,000 tested, 0.3% active; HEK293T-RXFP1 cAMP TR-FRET, 30 min; response scale: percent of porcine relaxin response, buffer zero; AID 2676, 2010; also: potency is read from the fitted curve at half-maximal effect; % is scaled to controls: 0 for no effect and ±100 for the full control effect; nearly all actives have a fitted effect of over 60% in size; many of its hits are not listed in these tables
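HEK293T cells stably expressing RXFP1 were pretreated with the PDE4 inhibitor Ro 20174, exposed to compounds for 30 min at 37C, lysed, and cAMP was read by TR-FRET. Data normalized to buffer (basal) and 29 nM porcine relaxin (100%).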
The depositor's hits bear a star; ? = inconclusive; nt = not tested or not shown; & = joins results of further samples; [ ] = remark or other dose. Unless noted, calls follow the shape of the dose curve; as a rule, active = well fitted curve in the direction sought with a large enough effect; inconclusive = small, poorly fitted or top-dose-only effect, or another doubt; inactive = no such curve, though single readings can be large; an effect the other way counts as inactive or inconclusive. This is a subset; rates above refer to the full screens.

SMILES	USP1-UAF1 inh	TrxR1 substrate	Vif-A3F inh	LDHA inh	Vif-A3G inh	IDH1 R132H inh	Glioma ERSR ind	PI4K2A inh	RXFP1 ag
O=C(NCC1CCCO1)C1CCCN(S(=O)(=O)c2ccc(Cl)cc2)C1 (stereo not drawn)	-13%	5%[57.1 µM]	2%	0	1%	-2%	-7%	0	0.2%
C=CCN(c1ccc(C(=O)OC)cc1)S(=O)(=O)c1ccccc1	-9%	4%	-1%	0	-2%	5%	-2%	-3	-2.3%
CCOc1ccccc1OCCCOc1ccc(C)cc1Cl	-24%	7%[57.1 µM]	3%	-7	-10%	4%	2%	0	-0.1%
O=C(Cn1cnc2cc([N+](=O)[O-])ccc2c1=O)Nc1ccccc1-c1ccccc1	5%	-7%	-16%	3	0%	0%	-2%	2	3.3%
O=C(OCN1C(=O)c2ccccc2C1=O)c1cccc(S(=O)(=O)N2CCOCC2)c1	-14%	-1%	7%	-4	-4%	-1%	-2%	6	0.1%
Cc1ccc(-n2c(SCC(=O)O)nc3sc4c(c3c2=O)CC(C)(C)SC4)cc1	-17%	7%	10%	3	-1%	7%	-2%	-2	nt
COc1cccc(CNC(=O)c2ccc(CS(=O)(=O)Cc3ccc(C)cc3)o2)c1	-8%	4%	14%	3	0%	-16%	-4%	2	0.0%
C=CCN(CC=C)C(=S)NC(=O)c1ccc([N+](=O)[O-])cc1	-9%	1%[11.4 µM]	-8%	-1	-1%	4%	-1%	-4	0.4%
O=c1cc(CN2CCN(c3ccccc3F)CC2)c2c(ccc3ccccc32)o1	nt	nt	nt	-3	0%	nt	-3%	-3	nt
CC(C)C(OC(=O)c1ccco1)C(=O)NCc1ccc2c(c1)OCO2 (stereo not drawn)	-2%	-10%	11%	-2	0%	-9%	0%	2	-0.6%
CCC(Sc1nc2c(c(=O)[nH]1)CCC2)C(=O)Nc1cccc(OC)c1 (stereo not drawn)	-13%	-1%	-5%	-5	-1%	5%	-3%	-1	-1.9%
CC1(NC(=O)Cn2cc(C(F)(F)F)ccc2=O)CCS(=O)(=O)C1 (stereo not drawn)	2%	-5%	9%	-12	2%	-3%	-2%	2	1.3%
Cc1ccc(Nc2nc(Cl)nc(N(C)C#N)n2)cc1	-21%	5%	6%	-2	-13%	5%	?	14	-0.3%
C[C@@H]1CCCCO[C@@H](CN(C)C(=O)CCCN(C)C)[C@@H](C)CN([C@H](C)CO)C(=O)c2cc(NC(=O)CCC(F)(F)F)ccc2O1	9%	nt	0%	-13	-2%	-3%	-2%	4	nt
COC(=O)c1ccc(N2CCN(c3ccccc3)CC2)c(N)c1	-21%	16%[57.1 µM]	3%	-3	1%	-4%	-1%	-1	19%
CCCNc1ncnc2sc(C)c(C)c12	-24%	-10%[57.1 µM]	0%	-3	-7%	4%	-4%	4	4.5%
COc1ccc(N(Cc2cc3cccc(C)c3[nH]c2=O)C(=O)c2cccc(Cl)c2)cc1	-23%	4%	8%	-7	-5%	-10%	-4%	-1	0.7%
O=S(=O)(Nc1ccon1)c1ccc(Br)cc1	-22%	6%	-4%	0	-2%	-8%	-1%	-2	2.3%
O=C(c1cc(Cl)ccc1Cl)N1CCN(c2ccccn2)CC1	7%	-2%	6%	-10	-3%	0%	-4%	2	-1.0%
COc1ccc(Cc2nc(C(=O)NCc3ccccc3OC)cs2)cc1	-23%	-8%[57.1 µM]	-2%	1	0%	1%	0%	-2	2.1%
COCC(=O)NC1CCCCCC1	-4%	4%[57.1 µM]	-1%	-15	0%	-2%	-6%	3	-0.9%
COc1cccc(OC)c1NC(=O)NC(=O)c1c(OC)c(Br)cc([N+](=O)[O-])c1OC	-14%	-20%[57.1 µM]	5%	2	3%	3%	-1%	-4	4.8%
CCCNC(=O)COC(=O)c1ccc(-c2ccccc2)cc1	1%	1%[57.1 µM]	-1%	-4	-8%	-5%	-1%	-2	-1.5%
Cc1cc(C)c(NC(=O)C2CCCN2C)c(C)c1 (stereo not drawn)	-7%	5%	nt	-9	-4%	8%	-3%	1	0.7%
CC(C)Nc1nc(-c2ccncc2)nc(-c2ccc(Cl)cc2)c1C#N	-6%	11%[57.1 µM]	10%	-7	-1%	-4%	-1%	4	?

Other compounds
SMILES	USP1-UAF1 inh	TrxR1 substrate	Vif-A3F inh	LDHA inh	Vif-A3G inh	IDH1 R132H inh	Glioma ERSR ind	PI4K2A inh	RXFP1 ag
O=C(O)c1ccc(NC(=O)c2cccc(C(=O)Nc3ccc(C(=O)O)cc3)c2)cc1	-1%	-10%	-4%	-13	2%	2%	-4%	-5	1.6%
CCN(CC)S(=O)(=O)c1ccc2oc(SCC3CN=C(c4ccc(OC)cc4)S3)nc2c1 (stereo not drawn)	-11%	9%	-4%	5	4%	3%	-5%	-7	0.2%
O=C(O)c1ccccc1OCCOCCOc1ccccc1C(=O)O	-15%	12%	6%	4	2%	0%	0%	-5	2.2%
O=C(NCCc1c[nH]c2ccccc12)/C(=C/c1cccnc1)NC(=O)c1cccs1	-8%	-2%	2%	-10	2%	0%	-2%	5	3.4%
Cc1ccc2oc(C(=O)NC3CCS(=O)(=O)C3)c(C)c2c1 (stereo not drawn)	-15%	13%	-21%	-4	1%	6%	6%	4	-0.1%
CCOc1ccc(CCNC(=O)c2cc3c(s2)-c2c(C)cccc2OC3)cc1	-15%	93%[activator]	3%	3	0%	11%	-2%	0	9.6%
O=C1Nc2cc(Cl)c(Cl)cc2N(O)N1c1ccccc1Cl	-15%	8%[57.1 µM]	-11%	-4	-1%	12%	1%	17	3.7%
CC(NC(=O)Nc1ccccc1)C(c1cccs1)N1CCOCC1 (stereo not drawn)	-14%	13%[57.1 µM]	-2%	-8	1%	5%	-4%	6	1.3%
Cc1ccc(COc2ccsc2-c2n[nH]c(=S)n2C)cc1	-19%	3%	-1%	0	1%	-4%	-1%	0	3.2%
CCOc1ccc(N(C(C)C(=O)NCCSc2ccc(C)cc2)S(C)(=O)=O)cc1 (stereo not drawn)	-22%	-3%	7%	-2	2%	-1%	3%	-1	0.9%
COc1ccc(NC(=O)CN2C(=O)NC3(CCCC3)C2=O)cc1OC	-9%	2%	14%	1	1%	0%	-3%	0	2.2%
COc1cccc(/C=C2\SC(=O)N(CCC(=O)NC3CCS(=O)(=O)C3)C2=O)c1 (stereo not drawn)	-24%	-15%	-24%	-5	3%	-5%	3%	-3	-1.7%
COc1ccccc1CN(C)C(=O)c1cc(C)nc2ccccc12	-3%	3%	2%	-6&0	-2%	8%	-1%	1	-0.8%
Cc1nc(CNS(=O)(=O)c2ccc(F)cc2)cs1	-6%	10%[57.1 µM]	4%	-5	0%	20%	2%	6	6.9%
CCOc1cc(/C=C2/NC(=O)N(CC(=O)Nc3cccc(C)c3)C2=O)ccc1OC	-1%	-6%	7%	-1	5%	9%	2%	4	0.3%
COc1ccc(CNC(=O)c2cccc(S(=O)(=O)N3CCCCC3)c2)cc1OC	-7%	8%	1%	-1	3%	-8%	-3%	0	-1.3%
CCc1ccc(/C(C)=N/NC(=O)c2c[nH]c3ccccc23)s1	-18%	7%	0%	-6	1%	6%	7%	-4	-1.5%
CC1CC(C)CN(S(=O)(=O)c2ccc(C(=O)N3CCN(c4ccccc4)CC3)cc2)C1 (stereo not drawn)	-9%	14%	-6%	1	-1%	0%	-2%	-5	2.5%
O=C(O)Cc1ccc(NC(=O)c2ccc(NC(=O)c3ccco3)cc2)cc1	-18%	5%[57.1 µM]	3%	-10	2%	1%	-1%	-5	0.0%
CCC(C)NC(=O)c1c(C)oc2nc(C)nc(N3CCOCC3)c12 (stereo not drawn)	-20%	0%	-5%	-1	1%	10%	-3%	4	-1.5%
Cc1ccnc(N2CCCC(C(=O)NCc3cccs3)C2)n1 (stereo not drawn)	-20%	12%	1%	5	2%	4%	-3%	0	-0.5%
O=C(NCc1cccs1)c1ccc(CSc2nc3cccnc3n2Cc2ccc(F)cc2)cc1	-30%	8%	4%	-6	-2%	-6%	-3%	1	3.0%
CCOc1cc(/C=N\NC(=O)CC(=O)NCCc2ccccc2)ccc1O	-12%	8%[57.1 µM]	-19%	1	-2%	5%	1%	23	0.3%
COc1cc2c(cc1OC)C(=O)N(C)CC2	-18%	8%	-3%	4	-1%	9%	-4%&-3%	-7	0.0%
O=C(COC(=O)/C=C/c1ccco1)NCc1ccccc1	-11%	6%[57.1 µM]	9%	-4	2%	0%	-4%	2	0.7%
